Screening results deposited in PubChem by National Center for Advancing Translational Sciences (NCATS).
GALK inh: galactokinase (human) inhibition; Purified GALK, Kinase-Glo residual ATP luminescence; Potency, µM (series often up to 57.5 µM), for inactives: top-dose activity change, negative = inhibition, usual class: inhibitors; P51570; 270,000 tested, 0.007% active; further: potency means the concentration at half of the fitted maximal effect; on the % scale 0 is the no-effect control and ±100 the full control effect
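Luminescence from leftover ATP (Ultra-Glo luciferase/luciferin) served as read-out after a 1 h room-temperature reaction of 5 nM GALK with 35 uM ATP and 100 uM galactose.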
hERG WT inh: inhibitors of human wildtype KCNH2 potassium channel. Q12809. U2OS, BacMam KCNH2, thallium flux FluxOr; hits give low values. activity change, % at 1.84 µM. 340,000 tested, 0.37% active;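 active means maximum activity change below -70%; inconclusive means maximum activity change between -70% and -50%; inactive means maximum activity change above -50%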; further: on the % scale 0 is the no-effect control and ±100 the full control effect
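U2OS cells transduced with wild-type KCNH2 virus are loaded with FluxOr dye for 45 min, and thallium flux is measured in kinetic reads before and after stimulation buffer. Rate constants are normalized to DMSO controls.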
Integrin act MD: integrin-mediated muscular dystrophy alleviation activation | 350,000 tested, 0.064% active | AID 624291 | alpha7betagal myoblasts, beta-gal FDG fluorescence, 48 h | Potency, µM (series often up to 38.3 µM), for the others: top-dose activation, usual class: activators;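 further: potency means the concentration at half of the fitted maximal effect; 100% = response of the positive control SU9516; nearly all actives have a fitted effect of over 60% in size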
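alpha7betagal+/- myoblasts (passage 13, 250/well) treated 48 h at 37C with compounds at 1:260 dilution of DMSO stock. Lysed, then beta-galactosidase activity read as FDG fluorescence (ex 480/em 540) after 30 min, with pre-read for autofluorescence.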
Coupling enz: inhibits coupling enzyme system, counter-screen for aldolase hits | coupling enzyme system counterscreen, AmpLite Red fluorescence | activity change, negative = inhibition, % at 58.2 µM, hits read low | 290,000 tested, 0.67% active; in the data active means activity change below about -30%; further: on the % scale 0 is the no-effect control and ±100 the full control effect
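Counterscreen lacking aldolase: glyceraldehyde-3-phosphate coupling-enzyme reagent preincubated 10 min at RT with compound (at 57.5 uM final), then substrate/coupling system with AmpLite Red added; fluorescence read at 525/598 nm after 20 min RT.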
MLL CXXC-DNA inh: MLL CXXC-DNA interaction inhibition. MLL-CXXC / FITC-HOXA9 DNA fluorescence polarization. Potency, µM (doses to about 115 µM), for inactives: at the highest dose activity change, negative = inhibition, most hits filed as inhibitors. 290,000 tested, 0.037% active; active means well fitted inhibition curve with a large enough effect in the polarisation, with a control signal flat, not every such curve was filed as active; inconclusive means small, poorly fitted or top-dose-only effect, or effect the other way, or a change in a side signal; inactive means no such curve, though single readings can be large or run the other way; the % refers to the polarisation; further: potency means the concentration at half of the fitted maximal effect
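Purified MLL-CXXC (added from a 7 uM solution) was preincubated 5 min at ambient with pinned compounds in 50 mM Tris-HCl pH 7.5, 50 mM NaCl, 1 mM DTT, 0.05% BSA. Fluorescein-labeled HOX-A9 DNA (50 nM solution) followed, 30 min, then polarization read.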
MBNL1 CUG block: MBNL1-poly(CUG) RNA binding inhibition; Q9NR56; TR-FRET MBNL1-His/biotin-(CUG)12 binding, 665/545 ratio; Potency, µM (series often up to 57.5 µM), for the others: at the top dose activity change, negative = inhibition, usual class: inhibitors; 280,000 tested, 0.036% active; active means well fitted inhibition curve with a large enough effect in the signal ratio, with a control signal flat, not every such curve was filed as active; inconclusive means small, poorly fitted or top-dose-only effect, or effect the other way, or a change in a side signal; inactive means no such curve, though single readings can be large or run the other way; the % refers to the signal ratio; further: potency means the concentration at half of the fitted maximal effect; on the % scale 0 is the no-effect control and ±100 the full control effect
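Ratiometric TR-FRET (665 over 545 nm, excitation 340 nm) tracks disruption of MBNL1-His/biotin-(CUG)12 complex after 60 min at room temperature, with compounds at 92 nM to 58 uM final.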
ASM inhibitor: inhibitors of human secretory acid sphingomyelinase | P17405 | placental ASM, HMU-PC fluorogenic substrate, 60 min | Potency, µM (titrated, usually from 57.5 µM), inactives show at the top dose activity change, negative = inhibition, hits mostly inhibitors | 340,000 tested, 0.006% active; further: potency means the concentration at half of the fitted maximal effect
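Fluorescence read-out (Ex 386 nm, Em 447 nm) after stopping the reaction at pH 10. Enzyme: ASM from human placenta; substrate HMU-PC0, 9 uM final; 60 min, 37 °C. Compound preincubation 10 min, ambient temperature.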
AT treatment: candidate therapy for ataxia-telangiectasia | […] A-T fibroblasts, KAP-1 phosphorylation AlphaLISA; neocarzinostatin DNA damage 30 min before lysis | Potency, µM (doses to about 57.5 µM), without a hit: at the top dose activation, actives largely listed as activators | 320,000 tested, 0.19% active; further: potency means the concentration at half of the fitted maximal effect; % of control where 0% means no effect; nearly all actives have a fitted effect of over 45% in size
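hTERT-immortalized A-T patient fibroblasts ([…]), 500 cells/well in OPTI-MEM, 1% FBS, got compounds for 60 min, then NCS for 30 min at 37C. Lysates were then assayed for phospho-KAP-1 by AlphaLISA (anti-pKAP1 donor, anti-KAP1 acceptor beads), 6 hr at 25C.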
TRPV1 ag: activates the human vanilloid receptor TRPV1; Q8NER1; TRPV1-expressing cells, Fluo-8 calcium influx, agonist mode; activation, % at 8.33 µM; 320,000 tested, 0.19% active; in the data active means activation above about 80%; inconclusive means between about 30% and that limit; further: 0% is about no effect
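Fluo-8 calcium influx in TRPV1-expressing cells, kinetic read (ex 480/em 520 nm). Compound added and read 3 min for agonist activity, followed by capsaicin at EC20 final and 2 min further read for enhancement.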
KCNH2 3.1 block: blocks the human KCNH2 3.1 channel isoform | U2OS KCNH2 3.1, thallium flux FluxOr; hits give low values | activity change, % (tested at about 1.8 µM) | 340,000 tested, 0.95% active | AID 720553;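 active means maximum activity change below -70%; inconclusive means maximum activity change from -70% to -50%; inactive means maximum activity change above -50%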;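 further: thallium influx rate constant from kinetic fluorescence after stimulation buffer; on the % scale 0 is the no-effect control and ±100 the full control effect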
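Virally transduced U2OS (3.1 isoform, 4 h infection in dark at RT) → overnight 37 C → FluxOr + Red40 in HBSS/HEPES, 45 min → stimulation buffer, 2 min kinetic read → rate constant vs DMSO controls.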
Numbers without * were called inactive; i = inactive; ? = inconclusive; / = no result given. Unless noted, the call rests on the fitted dose curve; in most records, active means well fitted curve in the direction sought with a large enough effect; inconclusive means small, poorly fitted or top-dose-only effect, or another doubt; inactive means no such curve, though single readings can be large; an effect the other way counts as inactive or inconclusive. Compounds as they come (roughly 2% active in at least one column).

SMILES	GALK inh	hERG WT inh	Integrin act MD	Coupling enz	MLL CXXC-DNA inh	MBNL1 CUG block	ASM inhibitor	AT treatment	TRPV1 ag	KCNH2 3.1 block
CNC(=O)COC(=O)Cc1ccc(Cl)cc1	14%	-6	9%	3	5%	-4%	-2%	-1%	26	13
CCOc1ccc(N2C(=O)C3C(c4ccc(O)cc4)NC(CCSC)(C(=O)OC)C3C2=O)cc1 (stereo not given)	4%	-3	7%	1	1%	11%	19%	-1%	0	20
CSC(=NCc1ccco1)NC#N	-3%	4	-15%	3	-10%	3%	7%	14%	3	-6
Cc1ccc(CSc2nc3c(c(=O)[nH]c(=O)n3C)n2CCC(C)C)cc1	2%	7	18%	2	-1%	8%	-1%	7%	0	-6
COc1ccc(CN(C)C(=O)C23CC4CC(CC(C4)C2)C3)c(OC)c1	0%	-3	-44%	7	26%	-2%	1%	5%	?	1
COCCOC(=O)c1c(N)n(CCCN2CCOCC2)c2nc3ccccc3nc12	-1%	-3	-17%	-7	1%	14%	i	-3%	1	9
COc1ccc(CNC(=O)c2c(C)nc3ccccn23)cc1	2%	3	-37%	0	7%	-6%	3%	-1%	-4	-14
COc1ccc2c(c1)CC/C(=C/c1cc(OC)c(OC)c(OC)c1)C2=O	-1%	3	-28%	-2	0%	20%	-1%	12%	20	2
Cc1cccc(C)c1NC(=O)CNC(=O)C1CCCC1	/	6	4%	/	/	/	-4%	-10%	-2	-12
O=C(CCN1C(=O)/C(=C/c2ccc(F)cc2)SC1=S)Nc1cccnc1	-4%	-8	-11%	-1	-5%	3%	6%	7%	10	-3
Cc1ccc(CONC(=O)/N=C/N(C)C)cc1	-3%	-28	8%	2	-1%	-7%	2%	-3%	/	-1
O=C(Nc1ccc2c(c1)OCCO2)c1ccco1	-1%	-10	16%	1	19%	-4%	3%	-2%	0	0
COc1cc(C(=O)Nc2ccc([N+](=O)[O-])cn2)cc(OC)c1OC	-3%	5	7%	1	7%	?	-3%	1%	-6	15
NS(=O)(=O)c1ccc(NNC(=O)c2sccc2Cl)cc1	0%	17	7%	0	2%	9%	-1%	?	-13	-11
CCN(c1c(C)n(C)n(-c2ccccc2)c1=O)S(C)(=O)=O	0%	7	21%	1	4%	2%	-3%	-1%	9	-19
O=C(NCc1cccnc1)c1ccccc1NS(=O)(=O)c1ccc(F)cc1	5%	25	39%	2	8%	-4%	-1%	-2%	-2	1
COC(=O)C1(C)Nc2ccccc2C(=O)N1c1ccccc1C (stereo not given)	-1%	-3	25%	-1	5%	4%	47%	4%	1	2
COc1ccc(-n2ncc3c2CC(C)(C)CC3NC(=O)c2oc(C)cc2C)cc1 (stereo not given)	-3%	2	0%	-5	2%	-4%	-8%	-2%	11	-2
CC(=O)Nc1cccc(NC(=O)c2cccc(-c3ccc(O)cc3)c2)c1	15%	9	19%	-2	4%	-8%	-3%	-4%	14	21
O=C1CN(C(=O)COC(=O)COc2ccccc2)c2ccccc2N1	/	9	-14%	/	/	/	-4%	-1%	/	2
CC(NC(=O)COC(=O)c1ccc(Br)o1)c1ccccc1 (stereo not given)	/	-2	-4%	/	/	/	4%	-1%	18	-1

Sorted by molecular weight (smallest number first): some entries from above
SMILES	GALK inh	hERG WT inh	Integrin act MD	Coupling enz	MLL CXXC-DNA inh	MBNL1 CUG block	ASM inhibitor	AT treatment	TRPV1 ag	KCNH2 3.1 block
CSC(=NCc1ccco1)NC#N	-3%	4	-15%	3	-10%	3%	7%	14%	3	-6
Cc1ccc(CONC(=O)/N=C/N(C)C)cc1	-3%	-28	8%	2	-1%	-7%	2%	-3%	/	-1
CCN(c1c(C)n(C)n(-c2ccccc2)c1=O)S(C)(=O)=O	0%	7	21%	1	4%	2%	-3%	-1%	9	-19
NS(=O)(=O)c1ccc(NNC(=O)c2sccc2Cl)cc1	0%	17	7%	0	2%	9%	-1%	?	-13	-11
O=C1CN(C(=O)COC(=O)COc2ccccc2)c2ccccc2N1	/	9	-14%	/	/	/	-4%	-1%	/	2
CC(=O)Nc1cccc(NC(=O)c2cccc(-c3ccc(O)cc3)c2)c1	15%	9	19%	-2	4%	-8%	-3%	-4%	14	21
CC(NC(=O)COC(=O)c1ccc(Br)o1)c1ccccc1 (stereo not given)	/	-2	-4%	/	/	/	4%	-1%	18	-1
COc1ccc2c(c1)CC/C(=C/c1cc(OC)c(OC)c(OC)c1)C2=O	-1%	3	-28%	-2	0%	20%	-1%	12%	20	2
Cc1ccc(CSc2nc3c(c(=O)[nH]c(=O)n3C)n2CCC(C)C)cc1	2%	7	18%	2	-1%	8%	-1%	7%	0	-6
O=C(NCc1cccnc1)c1ccccc1NS(=O)(=O)c1ccc(F)cc1	5%	25	39%	2	8%	-4%	-1%	-2%	-2	1
COCCOC(=O)c1c(N)n(CCCN2CCOCC2)c2nc3ccccc3nc12	-1%	-3	-17%	-7	1%	14%	i	-3%	1	9
CCOc1ccc(N2C(=O)C3C(c4ccc(O)cc4)NC(CCSC)(C(=O)OC)C3C2=O)cc1 (stereo not given)	4%	-3	7%	1	1%	11%	19%	-1%	0	20
